ASAP1 inh – ASAP1 ArfGAP inhibition. 360,000 compounds, 0.19% hits. inhibition, % at 16.5 µM. ASAP1-stimulated ARF1 GTP hydrolysis, GDP FP detection. Q9ULH1; in the data active = inhibition above about 25%;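 also: 0% = vehicle with enzyme and substrate and 100% = no enzyme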
Target sequence (Q9ULH1 325-724 limits assumed): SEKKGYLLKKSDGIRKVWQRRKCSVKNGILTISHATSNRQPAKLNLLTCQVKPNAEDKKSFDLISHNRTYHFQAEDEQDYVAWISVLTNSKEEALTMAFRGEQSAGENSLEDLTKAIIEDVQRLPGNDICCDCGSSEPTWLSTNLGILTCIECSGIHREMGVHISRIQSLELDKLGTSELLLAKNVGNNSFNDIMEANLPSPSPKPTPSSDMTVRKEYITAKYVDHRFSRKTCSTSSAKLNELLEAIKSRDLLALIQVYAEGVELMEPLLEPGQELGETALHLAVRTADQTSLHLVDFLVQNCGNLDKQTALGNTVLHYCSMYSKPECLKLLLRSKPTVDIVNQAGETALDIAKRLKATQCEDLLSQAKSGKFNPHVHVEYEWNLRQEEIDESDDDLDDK
DDE Tn7 FP inh – DD(E)-Tn7 binding inhibition, primary FP screen; inhibition, % at 8.3 µM; 370,000 compounds, 0.13% hits; P02675; FP displacement of FITC-Tn7 peptide from fibrin DD(E); 0% = median of compound wells per plate;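 active = inhibition above the mean of compounds falling within the control limits plus 3 SD of them, cut at about 14% in these data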;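 also: 0% = plate median of compound wells and 100% = 10 µM Aha-Tn7 peptide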
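assay system = human clot-derived fibrin DD(E) complex | quantity = Fibrin-DD(E) at 2 µM final | timing = 10 min preincubation, 3 h with tracer, room temperature | signal = fluorescence polarization | measure = percent inhibition | benchmarks = high control wells with 10 µM unlabelled Aha-Tn7 peptide (full inhibition) | replicates = singlicate testing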
sPLA2-III inh – Blocks human group III sPLA2 activity. Q9NZ20. QFRET BODIPY PC-A2 liposome hydrolysis, fluorescence. inhibition, % at 12.2 µM. 370,000 compounds, 0.56% hits;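 active = inhibition above mean plus 3 SD of compounds lying within the high and low control bounds, cut at about 19% in these data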;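 also: 0% = median of test compound wells and 100% = no enzyme DMSO wells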
Rev-erbA mod – modulators of human Rev-erb alpha DNA binding; activity, % at 10 µM; Rev-erbα–FITC-DNA binding, fluorescence polarization, 90 min; 370,000 compounds, 0.79% hits; P20393;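 active = activity above about 14%, limit read from the data; passing the limit was not always enough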;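 also: 0% = DMSO wells with 35 nM protein and 100% = DMSO wells with 750 nM protein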
Target sequence (P20393 whole entry, looked up): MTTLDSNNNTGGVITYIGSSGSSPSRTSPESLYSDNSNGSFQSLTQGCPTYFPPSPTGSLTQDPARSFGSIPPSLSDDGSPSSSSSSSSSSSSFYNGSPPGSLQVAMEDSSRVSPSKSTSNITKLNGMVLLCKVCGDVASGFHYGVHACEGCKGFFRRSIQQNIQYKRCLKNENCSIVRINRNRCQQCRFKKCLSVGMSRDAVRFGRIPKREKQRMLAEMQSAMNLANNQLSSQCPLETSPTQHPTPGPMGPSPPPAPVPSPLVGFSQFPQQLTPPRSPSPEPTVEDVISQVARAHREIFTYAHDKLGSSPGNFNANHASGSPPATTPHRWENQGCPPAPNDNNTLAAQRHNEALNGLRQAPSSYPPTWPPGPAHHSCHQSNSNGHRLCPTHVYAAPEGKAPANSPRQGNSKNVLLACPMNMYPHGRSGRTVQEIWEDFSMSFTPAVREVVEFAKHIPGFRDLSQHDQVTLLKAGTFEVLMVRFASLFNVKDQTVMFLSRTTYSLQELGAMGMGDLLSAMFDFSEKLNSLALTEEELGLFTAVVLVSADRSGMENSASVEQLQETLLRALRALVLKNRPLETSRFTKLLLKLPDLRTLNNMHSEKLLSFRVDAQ
proKLK7 act – activates the human kallikrein-7 zymogen. activation, % at 7 µM. AID 652039. P49862. purified proKLK7, EDANS-DABCYL substrate fluorescence; 100% is mature enzyme control, 0% vehicle. 370,000 compounds, 0.9% hits;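 active = activation above the mean of all tested compounds plus 3 SD, computed per campaign excluding outliers beyond control limits, cut at about 13% in these data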
DDE Tn6 FP inh – DD(E)-Tn6 binding inhibition, primary FP screen; 370,000 compounds, 0.21% hits; Fibrin DD(E) TRITC-Tn6 fluorescence polarization displacement; inhibition, % at 8.3 µM; P02675; AID 720509;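 active = inhibition above a per-campaign cutoff: mean of compounds within control limits plus 3 SD, cut at about 15% in these data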;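 also: 0% = median of all compound wells on the plate and 100% = blocking peptide control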
PLCg1 inh – inhibitors of human phospholipase C gamma1; P19174; purified PLC-gamma1, fluorogenic substrate, fluorescence; inhibition, % at 12.2 µM; 370,000 compounds, 0.84% hits; in the data active = inhibition above about 9.5%
ARFGAP1 inh – rat ARFGAP1 inhibition | Q62848 | Arfgap1-stimulated ARF1 GTP hydrolysis, GDP FP detection | inhibition, % at 16.5 µM | 360,000 compounds, 0.26% hits | AID 651572;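 active = inhibition above a per-plate limit, mean inhibition of low control wells plus 3 SD, cut at about 25% in these data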;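 also: 0% = DMSO wells with enzyme and 100% = wells lacking Arfgap1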
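Repeats: one replicate per compound; assay system: rat Arfgap1 catalytic domain, aa 1-136; times: enzyme reaction 120 min at 25 °C after 20 min preincubation; detection: FP of antibody-bound GDP Alexa 633 tracer, ex 620/em 688 nm; benchmarks: high control wells lacking Arfgap1, low control full reaction with DMSO; reagent: human ARF1(Δ1-17)-GTP substrate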
PLC-beta3 inh – inhibitors of human phospholipase C beta3; Q01970; Purified PLC-beta3, fluorogenic substrate, fluorescence; inhibition, % at 12.2 µM; 370,000 compounds, 0.18% hits; AID 720704; in the data active = inhibition above about 11%;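 also: 0% = median of compound wells on plate and 100% = full blocker control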
UHRF1 binding – UHRF1 methyl-DNA binding inhibition. UHRF1 binding to methylated oligo, TR-FRET. 370,000 compounds, 0.75% hits. inhibition, % at 4.4 µM. Q96T88; in the data active = inhibition above about 21%;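 also: UHRF1 SRA domain binding a hemimethylated CpG hairpin DNA probe; 0% = median of test compound wells and 100% = reference inhibitor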
* = called active by the depositor; i = inactive; & = joins results of further samples.

nr	SMILES	ASAP1 inh	DDE Tn7 FP inh	sPLA2-III inh	Rev-erbA mod	proKLK7 act	DDE Tn6 FP inh	PLCg1 inh	ARFGAP1 inh	PLC-beta3 inh	UHRF1 binding
1	O=C(CC1CCCC1)N1CCN(S(=O)(=O)c2cccc(F)c2)CC1	15	-2	4	-3	-0.2	6	4	7	-6	2
2	COC(Cn1c2c(c3cc(C)ccc31)CCCC2NCc1ccccc1)OC (stereo unspecified)	-12	1	12	4	1.0	-5	-4	-15	-7	-2
3	O=S(=O)(NCc1ccccc1)c1ccccc1NCCc1ccccc1	-7	8	-17	-6	-0.5	3	-3	-2	0	-1
4	C/C(=C\c1ccco1)CN1CCC(N2CCC(C(=O)N3CCOCC3)CC2)CC1	7	-4	5	-1	-0.7	7	5	1	-3	1
5	Cc1ccc2c(c1)N(S(=O)(=O)c1ccc(F)cc1)C(C(C)(C)C)CO2 (stereo unspecified)	6	-3	-7	2	0.0	7	-1	3	3	0
6	CC1(C(=O)Nc2cccc(NS(C)(=O)=O)c2)Cc2c(-c3ccc(C(N)=O)cc3)ccnc2O1 (stereo unspecified)	4	-2	1	-5	-0.1	-2	10*	1	6	4
7	CCOC(=O)CNC(=O)CSc1nnc(Cn2c(=O)sc3ccccc32)n1C	6	6	3	0	-0.3	2	0	-16	1	0
8	CC1Cc2nc(SCC(=O)Nc3ccc4c(c3)OCO4)n(Cc3ccccc3)c(=O)c2S1 (stereo unspecified)	3	3	1	-1	-0.9	-6	3	-9	2	0
9	CCCn1cnc2cc(NCc3cccc(OC)c3O)ccc21	-12	-8	-6	6	-0.4	-6	-29	2	-39	-6
10	CCN1CCN(C2=C(NS(=O)(=O)c3ccccc3)C(=O)c3ccccc3C2=O)CC1	1	6	3	-4	0.1	7	-3	4	-8	-12
11	CCOc1cc(/C=C2\C(=O)ON=C2c2ccccc2)ccc1OC	-7	4	-6	1	0.1	6	-1	6	-5	-1
12	O=C(O)Cc1sc(-c2ccc(C(=O)O)cc2)nc1-c1ccccc1	2	5	-1	6	0.7	5	-27	-6	-35	2
13	CCc1nnc(NC(=O)CSc2nnc(CNc3ccc(F)cc3)n2C2CCCCC2)s1	11	-4	-29	2	-0.4	-6	-5	0	-1	1
14	O=C1CSC(c2ccccn2)N1c1ccccc1 (stereo unspecified)	5	4	-1	-3	-0.5	5	5	8	4	-2
15	CC(C)(C)OC(=O)N1CCN(C(=O)[C@H](Cc2ccc(O)cc2)n2cc(CCO)nn2)CC1	2	-3	-5	0	-0.4	-1	4	-5	4	6
16	N/C(=N/O)c1nc(N2CCCCC2)nc(N2CCCCC2)n1	-3	2	-6	-1	0.1	-1	-1	1	2	-2
17	CN1C(=O)NC(c2ccccc2)C2=C1CN(c1cccc(C(F)(F)F)c1)C2=O (stereo unspecified)	-2	-3	-9	-5	0.4	-6	-20	-10	-65	1
18	COCCNC(=O)c1ccc2c(=O)n(CCOC)c(=O)[nH]c2c1	8	2	-3	2	-11	-5	-37	-4	-46	1
19	CCCn1c(SCC(=O)NC2CCCC2)nnc1-c1ccccn1	-6	-2	9	-5	0.2	-1	-1	6	-8	0
20	Cc1ccc(C(=O)OCC(=O)Nc2sccc2C(N)=O)cc1NC(=O)c1ccco1	-15	6	1	-7	0.3	8	-2	7	-4	-2
21	CC(C)[C@H](NC(=O)c1ccccc1)C(=O)OCc1nc2scc(-c3ccccc3)c2c(=O)[nH]1	-2	0	-19	4	-0.1	1	-1	-5	-1	-3
22	Cc1ccc(S(=O)(=O)N(C)c2ccc(C(=O)N3CCCCC3)cc2)cc1	13	2	-3	-1	0.5	-2	1	-4	0	5
23	CCOc1cccc(CN2CCCC(CNC(=O)c3cccc(OC)c3OC)C2)c1 (stereo unspecified)	-2	1	-3	-6	0.4	-2	4	-5	-12	5
24	CCN(CC)CCn1c(=N)n(CC(O)COc2cccc(C)c2)c2ccccc21 (stereo unspecified)	5	4	3	-3	-0.6	4	0	0	-1	-1
25	CSc1ccc(C(=O)NCC2CCN(C(=O)C(=O)c3cc4ccccc4o3)CC2)cc1	8	1	11	6	1.1	-1	2	21	-1	2

Compound profiles, from the list above.
CC(C)[C@H](NC(=O)c1ccccc1)C(=O)OCc1nc2scc(-c3ccccc3)c2c(=O)[nH]1 is listed as ASAP1 inh: -2; DDE Tn7 FP inh: 0; sPLA2-III inh: -19; Rev-erbA mod: 4; proKLK7 act: -0.1; DDE Tn6 FP inh: 1; PLCg1 inh: -1; ARFGAP1 inh: -5; PLC-beta3 inh: -1; UHRF1 binding: -3
CN1C(=O)NC(c2ccccc2)C2=C1CN(c1cccc(C(F)(F)F)c1)C2=O (stereo unspecified) is listed as ASAP1 inh: -2; DDE Tn7 FP inh: -3; sPLA2-III inh: -9; Rev-erbA mod: -5; proKLK7 act: 0.4; DDE Tn6 FP inh: -6; PLCg1 inh: -20; ARFGAP1 inh: -10; PLC-beta3 inh: -65; UHRF1 binding: 1

Continued.
nr	SMILES	ASAP1 inh	DDE Tn7 FP inh	sPLA2-III inh	Rev-erbA mod	proKLK7 act	DDE Tn6 FP inh	PLCg1 inh	ARFGAP1 inh	PLC-beta3 inh	UHRF1 binding
26	CCN(CC(=O)Nc1c(F)cccc1F)C(=O)/C=C/c1ccc2c(c1)OCO2	-1	11	-1	9	0.9	5	-35	6	-48	-5
27	COc1ccccc1C(c1nnnn1Cc1ccccc1)N1CCN(c2nc3ccccc3s2)CC1 (stereo unspecified)	-3	4	-18	2	0.2	0	7	-11	3	0
28	O=C(Cc1ccccc1)NC1CCSc2ccccc21 (stereo unspecified)	0	-5	4	-2	-0.1	6	-2	-1	-11	6
29	Cc1cc(C)c(S(=O)(=O)N2CCN(c3ccc([N+](=O)[O-])c(NCC4CCCO4)c3)CC2)c(C)c1 (stereo unspecified)	1	7	0	3	-0.5	-4	1	3	-1	0
30	NS(=O)(=O)c1cccc(NS(=O)(=O)c2ccc(/C=C/C(=O)OCC(=O)c3ccccc3)cc2)c1	10	-2	-59	-8	0.1	-13	5	10	-10	6
31	N#Cc1nc(-c2ccccc2F)oc1NCc1cccc2c1OCO2	8	1	-22	-1	-0.5	-2	i	6	i	3
32	CCO[C@H]1OC(C(N)=O)=C[C@@H](C2CCCCC2)[C@@H]1CCCO	6	-5	-5	4	-0.2	-4	1	-1	5	6
33	COc1ccc(CCN2C(=O)C3C4CC(C5C(C(=O)NN)=NOC45)C3C2=O)cc1OC (stereo unspecified)	-2	-6	-1	-1	-0.1	-4	0	10	0	0
34	CN(c1ccccc1)S(=O)(=O)c1cccc(C(=O)NC2CCCC2)c1	0	-3	6	2	0.3	-7	4	10	-1	0
35	CC(C)CC(NC(=O)C1CCCN1C(=O)OC(C)(C)C)C(=O)NCC(N)=O (stereo unspecified)	9	-2	5	1	0.3	0	7	8	14*	4
36	O=C1NC[C@@H](CCCCN2CCN(CC3CCCCC3)C(=O)C2=O)N(CCC2CCCCC2)C1=O	8	0	-5	1	0.4	-1	-1	9	3	-1
37	N#CC1=C(N)Nc2ncnn2C1c1ccc(F)cc1 (stereo unspecified)	-11	1	0	-1	-0.7	3	1	10	3	-4
38	C[N+]1(C)CCC(OC(=O)C(O)(c2ccccc2)C2CCCC2)C1 (stereo unspecified)	1	7	12	3&-4	0.1	-11	10*	0	5	8
39	CN(C)C(=O)c1cccn(Cc2ccc(C(F)(F)F)cc2)c1=O	7	-4	4	10	-0.6	3	4	1	2	1
40	O=C(CCl)Nc1ccccc1Sc1ccccc1	8	-4	15	-1	0.4	3	4	8	5	-1
41	COc1cccc(CNC(=O)COC(=O)c2cccc(S(=O)(=O)N3CCCC3)c2)c1	6	1	12	4	0.1	4	5	5	-4	3
42	Cc1nc2nc(SCc3ccc([N+](=O)[O-])cc3)[nH]c2cc1Br	5	-8	-4	-5	-0.3	-4	4	1	-6	-1
43	NC(=O)COC(=O)CN1C(=O)C2CCCCC2C1=O (stereo unspecified)	-2	4	12	0	-0.4	4	1	5	0	0
44	CCCCNC(=O)C1(NC(=O)Nc2ccc(C)cc2)CCCCC1	-4	0	9	-6	-0.6	0	-3	-7	-3	5
45	Cc1ccc(/C=C/C(=O)NCc2ccccn2)o1	0	-4	12	-3	0.0	0	-22	1	-29	10
46	CC1CCN(CC(=O)n2c3c(c4ccccc42)CCCC3)CC1	0	0	-7	5	-0.2	2	-8	-1	-5	-1
47	CCN1CC(c2ccccc2)C(c2ccc(Cl)cc2)=N1 (stereo unspecified)	5	-5	6	-4	0.7	0	-6	9	-6	1
48	COc1c(O)cccc1/C=N/NC(=O)Cn1ccnc1C	8	1	2	2	-18	2	-42	-7	-63	0
49	CSCCC(NC(=O)COc1ccccc1)C(=O)N1CCCCCC1 (stereo unspecified)	-8	2	-2	-3	0.2	-4	-1	14	-2	9
50	COc1ccc(S(=O)(=O)N(CC(=O)N2CCN(C)CC2)C2CCCCC2)cc1OC	-6	6	3	2	0.2	7	1	0	1	-1
51	O=C(Nc1ccc(Cl)cc1Cl)C1=Cc2ccccc2OC1	3	-5	-4	1	0.7	-2	-18	-5	-24	0
52	CCn1c(SCC(=O)NC)nnc1C(C)C	-8	5	1	-2	0.0	2	1	0	-2	1

An excerpt from above in order of length of the SMILES, high to low:
nr	SMILES	ASAP1 inh	DDE Tn7 FP inh	sPLA2-III inh	Rev-erbA mod	proKLK7 act	DDE Tn6 FP inh	PLCg1 inh	ARFGAP1 inh	PLC-beta3 inh	UHRF1 binding
24	CCN(CC)CCn1c(=N)n(CC(O)COc2cccc(C)c2)c2ccccc21 (stereo unspecified)	5	4	3	-3	-0.6	4	0	0	-1	-1
28	O=C(Cc1ccccc1)NC1CCSc2ccccc21 (stereo unspecified)	0	-5	4	-2	-0.1	6	-2	-1	-11	6
14	O=C1CSC(c2ccccn2)N1c1ccccc1 (stereo unspecified)	5	4	-1	-3	-0.5	5	5	8	4	-2

High-throughput results: PubChem BioAssay, several laboratories
